Tau FP inhib – qHTS for Inhibitors of Tau Fibril Formation, Fluorescence Polarization. K18 P301L tau heparin fibrillization, Alexa594 FP, 6 h. 280,000 tested, 0.39% active. AID 1468, 2008. Potency, µM (doses to about 57.7 µM), for inactives: at the top dose activity, negative = inhibition, usual class: inhibitors. Microtubule-associated protein tau (Homo sapiens), P10636; also: potency is read from the fitted curve at half-maximal effect; % is scaled to controls: 0 for no effect and ±100 for the full control effect; nearly all actives have a fitted effect of over 55% in size
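Human K18 P301L fragment (15 uM unlabeled plus 0.24 uM Alexa 594-labeled) in 100 mM sodium acetate pH 7 with compound, aggregation induced by 20 uM heparin for 6 hr at 37 C. ThT (30 uM) added for 1 hr, then Alexa 594 FP read.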
CBFb-RUNX1 inh – qHTS Assay for Compounds Blocking the Interaction Between CBF-beta and RUNX1 for the Treatment of Acute Myeloid Leukemia; Potency, µM (highest dose often 59.8 µM), without a hit: at the highest dose activity, negative = inhibition, hits mostly inhibitors; Runt-related transcription factor 1 (Homo sapiens) + Core-binding factor subunit beta …; AlphaScreen CBFb-His/RUNX1-biotin binding, biochemical; 230,000 tested, under 10 active; also: % of control where 0% means no effect
Target sequence (Q01196 whole entry, looked up): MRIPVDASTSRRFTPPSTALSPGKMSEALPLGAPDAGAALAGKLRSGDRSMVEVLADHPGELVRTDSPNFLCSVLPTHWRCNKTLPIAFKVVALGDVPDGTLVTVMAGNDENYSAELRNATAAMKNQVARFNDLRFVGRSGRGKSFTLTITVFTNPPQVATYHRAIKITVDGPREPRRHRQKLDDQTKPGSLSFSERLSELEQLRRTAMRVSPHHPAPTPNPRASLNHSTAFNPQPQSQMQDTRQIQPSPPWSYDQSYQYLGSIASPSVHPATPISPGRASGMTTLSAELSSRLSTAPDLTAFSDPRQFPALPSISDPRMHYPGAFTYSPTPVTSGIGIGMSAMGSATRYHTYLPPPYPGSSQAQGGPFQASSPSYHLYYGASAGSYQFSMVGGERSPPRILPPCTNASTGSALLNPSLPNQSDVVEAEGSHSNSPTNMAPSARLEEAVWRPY
Target sequence (Q13951 whole entry, looked up): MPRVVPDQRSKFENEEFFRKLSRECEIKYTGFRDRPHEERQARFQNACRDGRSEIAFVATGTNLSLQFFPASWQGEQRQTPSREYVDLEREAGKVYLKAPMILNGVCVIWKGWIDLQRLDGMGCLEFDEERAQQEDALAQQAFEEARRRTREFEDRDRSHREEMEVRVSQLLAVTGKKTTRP
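His-tagged CBF-beta and biotinylated RUNX1 (30 nM each) were premixed 20 min at room temperature, exposed to compound for 15 min, then given nickel-chelate and streptavidin AlphaScreen beads (50 ng each). After 90 min, AlphaScreen signal was read.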
TRb SRC2 PPI – qHTS for Inhibitors of the Interaction of Thyroid Hormone Receptor and Steroid Receptor Coregulator 2 | Potency, µM (top dose mostly 106 µM), for the others: at the highest dose activity change, negative = inhibition, most hits filed as inhibitors | AID 1469, 2008 | TRbeta-SRC2 peptide binding, fluorescence polarization; receptor liganded with 1 µM T3 | 280,000 tested, 0.065% active | Thyroid hormone receptor beta (Homo sapiens), P10828;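 also: potency is read from the fitted curve at half-maximal effect; plate controls were bound peptide for no effect and peptide without receptor for full effect; nearly all actives have a fitted effect of over 50% in size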
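Fluorescence polarization of 20 nM Texas Red SRC2 peptide with 0.6 uM human TRb ligand-binding domain, in Tris buffer with 1uM T3 and 5% DMSO. Incubated 5 hr ambient; normalized to unbound and bound controls.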
TR SRC2 fluor cs – Total Fluorescence Counterscreen for Inhibitors of the Interaction of Thyroid Hormone Receptor and Steroid Receptor Coregulator 2; 280,000 tested, 0.29% active; TRb/SRC2 Texas Red total fluorescence interference; Potency, µM (series often up to 106 µM), for the others: at the top dose fluorescence change, negative = quenching; AID 1479, 2009; active = well fitted curve in either direction with a large enough effect; inconclusive = small, poorly fitted or top-dose-only effect; also: potency is read from the fitted curve at half-maximal effect; % is scaled to controls: 0 for no effect and ±100 for the full control effect
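Human TRβ ligand-binding domain (0.6 uM) and Texas Red SRC2 peptide (20 nM) in Tris buffer with 1 uM T3 and 5% DMSO were incubated with pinned compound for 5 hr at ambient temperature. Total fluorescence was computed as S + 2P (555/632 nm).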
Epigenetic reg – Quantitative High-Throughput Screen for Regulators of Epigenetic Control | murine LDR cells, GFP reporter derepression, 30 h | Potency, µM (series often up to 53.9 µM), for the others: top-dose GFP activation, hits mostly activators | 280,000 tested, 0.2% active | AID 1865, 2009; also: potency is read from the fitted curve at half-maximal effect; % of control where 0% means no effect; nearly all actives have a fitted effect of over 60% in size
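Murine LDR cells carrying a silenced, genomically integrated CMV-driven GFP reporter were exposed to compound for 30 hours at 37 C. After PBS washes, GFP-positive cells (20–120 um objects) were counted by laser-scanning microplate cytometry.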
NPSR antag – qHTS Assay for Antagonists of the Neuropeptide S Receptor: cAMP Signal Transduction. Q6W5P4. CHO-NPSR cells, cAMP TR-FRET, antagonist mode. Potency, µM (top dose mostly 38.3 µM), for the others: top-dose activity change, negative = inhibition, actives largely listed as inhibitors. 220,000 tested, 1% active. AID 1461, 2008; also: potency is read from the fitted curve at half-maximal effect; % is scaled to controls: 0 for no effect and ±100 for the full control effect; nearly all actives have a fitted effect of over 50% in size; many of its hits are not listed in these tables
Target sequence (Q6W5P4 whole entry, looked up): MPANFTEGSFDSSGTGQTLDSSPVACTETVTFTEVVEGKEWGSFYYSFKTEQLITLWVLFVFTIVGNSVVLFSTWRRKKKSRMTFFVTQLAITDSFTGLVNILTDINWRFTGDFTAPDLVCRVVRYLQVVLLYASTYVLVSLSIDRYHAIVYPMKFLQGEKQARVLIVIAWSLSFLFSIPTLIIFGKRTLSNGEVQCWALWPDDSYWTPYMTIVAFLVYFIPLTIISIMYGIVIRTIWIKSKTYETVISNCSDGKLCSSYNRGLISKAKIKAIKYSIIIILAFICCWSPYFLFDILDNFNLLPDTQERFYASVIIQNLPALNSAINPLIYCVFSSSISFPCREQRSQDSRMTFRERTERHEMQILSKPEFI
Tau fluor counter – Counterscreen qHTS for Inhibitors of Tau Fibril Formation, Fluorescence Polarization. tau K18 P301L Alexa594 fluorescence, heparin fibrillization. Potency, µM (top dose mostly 57.7 µM), without a hit: top-dose activity change, negative = decrease. 280,000 tested, 0.93% active. AID 1463, 2008; also: potency is read from the fitted curve at half-maximal effect; % is scaled to controls: 0 for no effect and ±100 for the full control effect; nearly all actives have a fitted effect of over 55% in size
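Human tau K18 P301L (15 uM unlabeled, 0.24 uM Alexa 594-labeled) in 100 mM sodium acetate pH 7 with 20 uM heparin, 6 hr at 37 C. ThT 30 uM added, 1 hr ambient; Alexa 594 FP and total fluorescence read at 555/632 nm.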
GLA spleen mod – qHTS Assay for Inhibitors and Activators of Human alpha-Galactosidase From Spleen Homogenate | 240,000 tested, 0.008% active | AID 2107, 2009 | Alpha-galactosidase A (Homo sapiens), P06280 | human spleen homogenate, 4MU-alpha-Gal fluorescence, 40 min | Potency, µM (doses to about 80 µM), without a hit: top-dose activity change, negative = inhibition, hits mostly inhibitors;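 also: potency is read from the fitted curve at half-maximal effect; 0% = enzyme with vehicle and -100% = no enzyme basal signal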
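Spleen homogenate 1 ug + cpd (titration) + 4-MU-alpha-D-galactopyranoside 1 mM; 37C 40 min; 50 mM citrate/phosphate pH 5.0, 0.01% Tween-20; stop pH 10; fluorescence 365/440; AC50 via Hill.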
An asterisk follows results filed as active; u = inconclusive; x = not tested or not shown; [ ] = dose if it differs, or a comment. Unless noted, calls follow the shape of the dose curve; as a rule, active = well fitted curve in the direction sought with a large enough effect; inconclusive = small, poorly fitted or top-dose-only effect, or another doubt; inactive = no such curve, though single readings can be large; an effect the other way counts as inactive or inconclusive.

SMILES	Tau FP inhib	CBFb-RUNX1 inh	TRb SRC2 PPI	TR SRC2 fluor cs	Epigenetic reg	NPSR antag	Tau fluor counter	GLA spleen mod
CCOc1ccc(N2C(=O)CC(N3CC(C)OC(C)C3)C2=O)cc1 (stereo not given)	8.4%	6.4%	-7.9%	-0.3%	-11.1%	-8.3%[46.1 µM]	12.6%	-2.4%
COc1ccc(/C=C2/CC/C(=C\c3ccc(OC)c(OC)c3OC)C2=O)c(OC)c1OC	0.9%	-5.8%	-9.7%	-5.5%	u	11.2%	-14.0%	2.9%
CC(=O)Nc1sc(N)nc1-c1ccccc1	-1.3%	4.0%	4.3%	0.2%	-4.4%	-14.5%[46.1 µM]	-5.2%	10.2%
O=C(Cn1cnc2nc3c(cc2c1=O)CCCC3)N1CCN(c2ccccc2)CC1	7.9%	x	3.5%	0.0%	-0.9%	x	-1.6%	x
CCC(CC)c1nc(NCCC(=O)O)c2ccccc2n1	7.7%	4.6%	-6.1%	-1.1%	0.8%	2.2%[46.1 µM]	-3.4%	2.1%
Cc1ccc(NC(=O)c2cc(N3C(=O)C4CC=CCC4C3=O)ccc2N2CCOCC2)cc1Cl (stereo not given)	4.6%	11.0%	-12.6%	1.4%	-1.4%	u	-15.0%	-8.7%
CC(CNS(=O)(=O)c1cc(Cl)ccc1Cl)CN(C)C (stereo not given)	-2.5%	10.3%	5.6%	-3.3%	-1.0%	-1.9%[46.1 µM]	-10.5%	1.2%
CCCc1nnc(NC(=O)c2cc3ccccc3oc2=O)s1	2.4%	5.2%	-5.3%	-6.8%	-1.6%	-5.6%[46.1 µM]	-2.4%	-9.6%
Cc1cccc(NC(=O)CSc2cc(C)c3ccccc3n2)c1	-7.5%	x	0.6%	-2.2%	-0.3%	x	0.4%	x
COc1ccc(Br)c(C(=O)Nc2cc3c(cc2N2CCCCC2)n(C)c(=O)c(=O)n3C)c1	-1.0%	x	-4.8%	-0.7%	2.8%	x	-11.9%	x
Cc1oncc1C(=O)NC(C)C	4.6%	0.2%	2.5%	0.0%	0.8%	3.7%[46.1 µM]	-2.2%	-9.3%
Cc1ccc2nc(CN3CCN(C(=O)Nc4ccc(C)c(F)c4)CC3)oc2c1	4.4%	x	6.0%	-0.6%	-4.1%	x	-23.2%	x
O=C(Nc1cccc(F)c1)C1CCN(C(=O)c2ccc(Br)cc2)CC1	-14.4%	4.1%	-3.4%	-3.7%	0.0%	-10.9%[46.1 µM]	-19.9%	-6.3%
O=C(NCc1ccc2c(c1)OCO2)C1CCC(CNS(=O)(=O)c2ccc(Cl)cc2)CC1 (stereo not given)	-9.7%	0.2%	-8.0%	-1.7%	0.1%	3.2%[46.1 µM]	-6.8%	6.9%
CC(C)N(c1ccccc1)c1ccc(NC(=O)CCl)cc1	-6.4%	4.6%	3.5%	-1.5%	-1.4%	-19.2%	u	5.1%
CCO[C@H]1OC(C(=O)NC2CC2)=C[C@@H](C2CCCCC2)[C@@H]1CCCO	10.1%	6.6%	2.0%	-0.1%	3.8%	9.7%	7.4%	3.1%
CCOc1ccc(S(=O)(=O)Nc2cccc(-c3ccc(OCC)nn3)c2)cc1	0.5%	x	2.5%	-4.9%	-1.7%	x	u	x
CC1=C(C(=O)N(C)C)C(c2ccc(N3CCOCC3)cc2)NC(=O)N1 (stereo not given)	-3.5%	u	7.8%	2.9%	2.4%	14.5%	-14.7%	-2.1%
CCOC(=O)c1cccc(NC(=O)COc2ccc3c(C)cc(=O)oc3c2)c1	u	x	4.5%	2.4%	-1.6%	x	-25.4%	x
CCCSc1nnc2n(-c3cccc(C)c3)c(=O)c3c4c(sc3n12)CCCC4	-3.3%	x	-1.8%	-3.6%	-2.0%	x	-8.2%	x
CC(=O)N1CCc2cc(S(=O)(=O)NCCC(=O)N3CCN(Cc4ccccc4)CC3)ccc21	-2.8%	2.2%	-1.9%	-1.7%	3.0%	-0.4%[46.1 µM]	-1.4%	-19.0%
Cc1cc(C(=O)NCc2ccco2)cs1	-11.0%	-5.4%	6.6%	-5.3%	0.0%	1.8%[46.1 µM]	2.3%	4.5%
CCCCCCCCC(=O)NC(NC(=S)N1CCOCC1)C(Cl)(Cl)Cl (stereo not given)	-2.2%	-0.1%	-3.1%	-2.9%	-0.8%	-16.7%[46.1 µM]	-29.8%	-13.3%
NC(N)=N/N=C/c1ccc2cccc(OCc3ccccc3)c2n1	-0.9%	1.6%	3.0%	-2.0%	1.1%	-37.3%	-20.6%	-8.9%
Cc1ccc(SCC(=O)Nc2ccc(C(=O)Nc3ccc(O)cc3)cc2)cc1	-3.6%	2.2%	-11.5%	1.1%	-3.5%	6.6%	-3.0%	-2.0%
O=C(NC(=S)Nc1ccccc1N1CCCC1)c1ccc(-c2cccc([N+](=O)[O-])c2)o1	-9.1%	1.5%	-24.0%	-1.4%	u	u	-27.6%	2.0%
O=C(Cn1cc(SCc2c(F)cccc2Cl)c2ccccc21)N1CCCC1	-2.8%	x	5.6%	-2.7%	1.4%	x	-8.7%	x
O=C(Nc1ccc(-c2cc3ccccc3oc2=O)c(Cl)c1)c1cccnc1	-0.9%	3.4%	4.6%	-6.0%	-1.2%	u	-0.8%	4.3%
COc1ccc(/C=N/NC(=O)c2cc(=O)[nH]c3ccccc23)cc1OC	-5.7%	4.6%	7.1%	-2.1%	0.1%	29.5%	-1.3%	-8.8%
Cc1ccc(Sc2cc(NCCCO)c([N+](=O)[O-])c3nonc23)cc1	-15.8%	8.8%	2.0%	-2.6%	u	-25.6%	-30.8%	0.9%
Cc1ccc(Cn2c(=N)c(C(=O)NCc3ccco3)cc3c(=O)n4ccccc4nc32)cc1	7.1%	-9.0%	0.9%	-6.5%	1.2%	-20.1%[46.1 µM]	-11.2%	25.9%
CCOC(=O)c1scc(-c2ccc(C)cc2)c1S(=O)(=O)Nc1cc(Cl)ccc1OC	-14.8%	x	-3.4%	-0.7%	1.5%	x	-17.2%	x
O=C(CNC1CCCCC1)Nc1ccc([N+](=O)[O-])cc1C(=O)Nc1ccccc1F	-0.7%	7.0%	1.3%	-1.2%	2.1%	-37.6%	-19.8%	2.7%
CC(/C=C/c1ccccc1)=N/NC(=O)CCC(=O)Nc1ccccc1C	u	2.5%	-4.2%	-3.3%	-1.6%	9.4%	-6.1%	-1.7%
COc1ccc(N2CSC3=C(C#N)C(c4cccs4)CC(=O)N3C2)cc1 (stereo not given)	25.1µM*	-0.8%	8.5%	2.8%	-0.6%	-26.7%[7.67 µM]	u	-3.0%
Cc1nn(CC2CC2)c(=O)n1-c1cccc(Cl)c1	0.8%	-15.2%	-6.6%	-4.6%	-3.9%	11.8%	6.9%	0.3%
COc1ccc2[nH]c(=O)c(CN(C)C(=O)c3cccs3)cc2c1	-3.2%	-0.7%	-1.9%	-0.5%	-1.0%	26.2%	-9.1%	15.0%
O=C(CN1C(=O)CSc2ncccc21)N1CCOCC1	0.7%	6.7%	-10.7%	-2.4%	-0.8%	-5.7%[46.1 µM]	0.4%	0.3%
O=C(CSc1nc2ccccc2[nH]1)Nc1ccc2c(c1)OCCO2	-1.2%	-3.9%	-0.4%	-5.1%	-1.2%	-5.9%[46.1 µM]	-11.8%	-1.6%
Cc1cc(NC(=O)CN2C(=O)NC(Cc3ccccc3)C2=O)no1 (stereo not given)	-2.7%	2.7%	6.4%	-0.5%	2.8%	-1.8%[46.1 µM]	-7.5%	2.9%
CC(C)CC(=O)CN1C(=O)C2(OCCO2)c2ccccc21	2.7%	4.1%	-6.4%	1.3%	-6.3%	-3.1%[46.1 µM]	12.9%	8.8%
COC(=O)CNC(=O)C1CCCN1C(=O)CNC(=O)OC(C)(C)C (stereo not given)	-2.5%	6.4%	5.0%	1.7%	0.0%	-6.5%[46.1 µM]	-2.3%	11.6%
CCCC(=O)Nc1ccc(-c2nc3ncccc3o2)cc1C	-4.5%	x	-4.4%	-35.2%	0.0%	x	0.1%	x
CCC(=O)Nc1nc2ccccc2n1Cc1ccccc1	-9.3%	-13.1%	1.7%	-0.4%	-0.6%	-2.3%[46.1 µM]	-1.8%	-14.2%
CCc1ccc(CCC(=O)Nc2sc3c(c2C#N)CCCC3)o1	-2.4%	-11.4%	-20.4%	-0.7%	-9.5%	16.3%[46.1 µM]	-6.7%	28.7%
Cc1ccc2c(c1)C1C=CCC1C(C(=O)O)N2 (stereo not given)	u	x	-9.2%	-26.7%	0.0%	-17.0%	u	2.9%
COc1cc(NC(=O)COC(=O)c2ccc(S(=O)(=O)N3CC(C)CC(C)C3)cc2)c(C)cc1[N+](=O)[O-] (stereo not given)	0.2%	3.7%	2.7%	-2.8%	9.4%	-8.2%	-22.3%	-0.9%

Compound profiles, from the list above. Screens in order: Tau FP inhib	CBFb-RUNX1 inh	TRb SRC2 PPI	TR SRC2 fluor cs	Epigenetic reg	NPSR antag	Tau fluor counter	GLA spleen mod
Record of CCc1ccc(CCC(=O)Nc2sc3c(c2C#N)CCCC3)o1 = -2.4%	-11.4%	-20.4%	-0.7%	-9.5%	16.3%[46.1 µM]	-6.7%	28.7%
Record of CCCC(=O)Nc1ccc(-c2nc3ncccc3o2)cc1C = -4.5%	x	-4.4%	-35.2%	0.0%	x	0.1%	x

Source: PubChem BioAssay (National Center for Advancing Translational Sciences (NCATS))

An excerpt. The share of hits here may be higher or lower than overall.
